LYP act: LYP phosphatase activators, primary screen, biochemical, DiFMUP fluorescence, 2 µM; recombinant LYP; 0 = plate median, 100 = signal doubled; activation, % at 2 µM; hit rate 0.11% among 96,000; AID 697, 2007;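 active means activation at 2 µM above a set limit, the mean plus 5 SD, cut at about 37% in these data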
Target sequence (Q9Y2R2 whole entry, looked up): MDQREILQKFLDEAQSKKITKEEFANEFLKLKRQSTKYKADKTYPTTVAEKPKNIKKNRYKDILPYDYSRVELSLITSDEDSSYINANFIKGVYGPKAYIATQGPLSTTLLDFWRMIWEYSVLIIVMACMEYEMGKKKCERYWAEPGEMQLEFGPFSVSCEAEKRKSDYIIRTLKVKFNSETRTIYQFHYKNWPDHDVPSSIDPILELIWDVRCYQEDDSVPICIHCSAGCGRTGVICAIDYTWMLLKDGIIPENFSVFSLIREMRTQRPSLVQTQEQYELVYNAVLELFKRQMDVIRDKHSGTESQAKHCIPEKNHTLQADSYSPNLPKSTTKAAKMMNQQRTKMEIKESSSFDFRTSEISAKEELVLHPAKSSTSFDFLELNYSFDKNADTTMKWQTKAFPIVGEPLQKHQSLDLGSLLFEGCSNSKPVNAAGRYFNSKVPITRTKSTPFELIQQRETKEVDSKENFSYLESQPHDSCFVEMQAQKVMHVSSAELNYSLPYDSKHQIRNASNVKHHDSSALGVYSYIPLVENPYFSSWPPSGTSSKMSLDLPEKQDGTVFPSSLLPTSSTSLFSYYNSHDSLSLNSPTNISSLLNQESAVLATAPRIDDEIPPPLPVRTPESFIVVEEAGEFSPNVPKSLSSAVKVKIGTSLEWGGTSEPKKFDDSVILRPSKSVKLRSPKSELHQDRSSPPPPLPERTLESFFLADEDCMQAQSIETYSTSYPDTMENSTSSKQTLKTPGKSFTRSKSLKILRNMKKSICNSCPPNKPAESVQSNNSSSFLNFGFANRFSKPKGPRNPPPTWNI
IL1B cytotox: cytotoxicity in IL-1B stimulated HUVEC, primary screen, cytotoxicity control for IL-1B NFkB translocation project, imaging, Hoechst nuclear count, IL-1B stimulus; hit rate 0.41% among 94,000; cell count reduction, % at 2 µM; HUVEC cell count loss;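 active means cell count reduction more than 3 SD above the screen-wide mean, cut at about 70% in these data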;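 further: normalized per plate to untreated control cells as the no-loss baseline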
PTK2B oligo ant: antagonists of Pyk2 self-association, primary screen, Q293 cells, FERM NanoBiT luminescence, HTS. hits give low values. z-score (the deposit names both 25 µM and 10 µM). hit rate 0.83% among 99,000;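 active means Z-score of -3 or lower, scaled per plate to the spread of control and sample wells; inactive means z-score above -3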;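 further: negative z-score means lost luminescence so less FERM oligomerization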
cytoskel mod: modifiers of F-actin cytoskeleton organization, primary screen, imaging, HUVEC, phalloidin staining, high-content imaging | hit rate 0.18% among 91,000 | inhibition, % at 2 µM | HUVEC TNFa F-actin phalloidin imaging;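 active means inhibition above the batch mean plus 3 SD and confirmed as a hit by visual image inspection, cut at about 30% in these data, passing the limit was not always enough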; further: strong numbers were not always called active
ERa SRC1 inh: ERα–SRC-1 coactivator interaction inhibitors, primary screen, biochemical, TR-FRET, ERα LBD, estradiol-bound; AID 629, 2007; inhibition, % at 25.6 µM; hit rate 1.7% among 86,000; TR-FRET ER-alpha LBD / SRC-1 peptide; in the data active means inhibition above about 50%;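 further: 0% = receptor plus peptide control and 100% = peptide only without receptor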
PTPN22 inh 2: PTPN22 phosphatase inhibitors, primary screen, biochemical, DiFMUP fluorescence, 2 µM; inhibition, % at 2 µM; hit rate 0.21% among 96,000; recombinant LYP catalytic domain;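 active means inhibition at 2 µM at or above a set limit, the screen mean plus 3 SD, cut at about 24% in these data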;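 further: 0% = DMSO with enzyme and 100% = enzyme fully blocked by orthovanadate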
FAK inh: FAK kinase inhibitors, primary screen, biochemical. biochemical FAK kinase activity assay. Focal adhesion kinase 1 (Homo sapiens), Q05397. hit rate 0.84% among 97,000. inhibition, %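 (tested at 7 µM)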; in the data active means inhibition above about 19%;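 further: 0% = DMSO and 100% = reference compound high control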
HUVEC tox TNFa: cytotoxicity in TNFa-stimulated HUVEC, primary screen, cytotoxicity control for VCAM1 expression modulator project, imaging, Hoechst nuclei count; hit rate 0.17% among 93,000; HUVEC TNFalpha-stimulated, Hoechst cell count; cell count reduction, % at 2 µM; AID 848, 2007;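 active means cell count reduction exceeding the screen mean by over 5 SD, scaled to untreated wells per plate, cut at about 78% in these data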;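 further: cells counted after 24 h of TNF alpha exposure following the 1 h pretreatment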
VCAM1 TNFa inh: inhibitors of TNFa-induced VCAM1 expression, primary screen, imaging, HUVEC, TNFa stimulus, immunofluorescence | inhibition, % at 2 µM | HUVEC TNFa-induced VCAM-1 immunofluorescence, high-content imaging | hit rate 0.48% among 95,000;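 active means inhibition above the batch mean plus 3 SD, with images confirmed as a hit by eye, cut at about 37% in these data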;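 further: 0% = TNF-stimulated DMSO wells and 100% = unstimulated control wells; not every result past the cut was called active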
Numbers without * were called inactive; [ ] = another dose, or the depositor's remark.

How did Cc1ccc(NC(=O)N(Cc2ccco2)C(C)c2ccco2)cc1C (configuration not stated) do in these assays?
LYP act: 5; IL1B cytotox: 2; PTK2B oligo ant: -0.52; cytoskel mod: -2; ERa SRC1 inh: -1; PTPN22 inh 2: -7; FAK inh: -2; HUVEC tox TNFa: -13; VCAM1 TNFa inh: -19

How did CCC(=O)N1CCc2cc(S(=O)(=O)NCCCN3CCN(Cc4ccccc4)CC3)ccc21 do in these assays?
LYP act: 2; IL1B cytotox: -3; PTK2B oligo ant: 1.7; cytoskel mod: 2; ERa SRC1 inh: -4; PTPN22 inh 2: 1; FAK inh: -2; HUVEC tox TNFa: 5; VCAM1 TNFa inh: 2

What do the screens show for `O=C(NCc1ccco1)Nc1ccccc1Cl`?
LYP act: 2; IL1B cytotox: 3; PTK2B oligo ant: 0.69; cytoskel mod: -7; ERa SRC1 inh: -41; PTPN22 inh 2: -2; FAK inh: -1; HUVEC tox TNFa: -3; VCAM1 TNFa inh: 1

What do the screens show for `O=C(CSCC(=O)NCc1ccco1)NCc1ccco1`?
LYP act: -2; IL1B cytotox: -20; PTK2B oligo ant: 0.07; cytoskel mod: 3; ERa SRC1 inh: 5[fluorescence artefact?]; PTPN22 inh 2: 1; FAK inh: 2; HUVEC tox TNFa: -10; VCAM1 TNFa inh: -1

Results for O=C(NCCO)c1nc(NCCO)c2ccccc2n1 ?
LYP act: -6; IL1B cytotox: -5; PTK2B oligo ant: 0.34; cytoskel mod: -23; ERa SRC1 inh: -5; PTPN22 inh 2: 8; FAK inh: -1; HUVEC tox TNFa: 0; VCAM1 TNFa inh: 9

What do the screens show for `COc1ccc(OC)c(NC(=O)Cn2cc(C#N)c3cc(Br)ccc32)c1`?
LYP act: 7; IL1B cytotox: -25; PTK2B oligo ant: -1.9; cytoskel mod: -6; ERa SRC1 inh: -1; PTPN22 inh 2: -10; FAK inh: 1; HUVEC tox TNFa: -16; VCAM1 TNFa inh: 13

Results for COC(=O)c1ccccc1NC(=S)NC(=O)COc1ccccc1 ?
LYP act: 11; IL1B cytotox: -23; PTK2B oligo ant: 0.25; cytoskel mod: -1; PTPN22 inh 2: -4; FAK inh: 0; HUVEC tox TNFa: -32; VCAM1 TNFa inh: 12

What do the screens show for `O=C(NC1CCS(=O)(=O)C1)OC1CCCCC1` (configuration not stated)?
LYP act: 5; IL1B cytotox: -10; PTK2B oligo ant: 0.55; cytoskel mod: 9; ERa SRC1 inh: -4; PTPN22 inh 2: -2; FAK inh: -1; HUVEC tox TNFa: -10; VCAM1 TNFa inh: 17

What do the screens show for `O=C(c1ccc(CN2CCOCC2)cc1)N1CCN(c2ccccc2)CC1`?
LYP act: -9; IL1B cytotox: -3; PTK2B oligo ant: -1.2; cytoskel mod: 13; ERa SRC1 inh: -4; PTPN22 inh 2: 10; FAK inh: -1; HUVEC tox TNFa: 0; VCAM1 TNFa inh: 9

What do the screens show for `CC(C)(C)c1ccc(C(=O)CSc2nc3ccccc3c(=O)[nH]2)cc1`?
LYP act: 15; IL1B cytotox: -2; PTK2B oligo ant: 0.82; cytoskel mod: -9; PTPN22 inh 2: -12; FAK inh: 0; HUVEC tox TNFa: -12; VCAM1 TNFa inh: -11

What do the screens show for `COc1cc(Br)cc(CN2CCN(C/C=C/c3ccccc3)CC2)c1O`?
LYP act: 10; IL1B cytotox: 8; PTK2B oligo ant: 1.6; cytoskel mod: -9; PTPN22 inh 2: -13; FAK inh: -1; HUVEC tox TNFa: -5; VCAM1 TNFa inh: 13

How did COc1ccc(-c2cc(=O)oc3c(C)c(O)c(CN(C)C)cc23)cc1 do in these assays?
LYP act: -10; IL1B cytotox: -5; PTK2B oligo ant: -1.4; cytoskel mod: -16; ERa SRC1 inh: 4; PTPN22 inh 2: 9; FAK inh: 2; HUVEC tox TNFa: -3; VCAM1 TNFa inh: -8

How did COc1ccc(OC(=O)c2cn(C)nc2C(F)(F)F)cc1 do in these assays?
LYP act: -5; IL1B cytotox: 16; PTK2B oligo ant: 0.04; cytoskel mod: -3; ERa SRC1 inh: -9; PTPN22 inh 2: 5; FAK inh: -1; HUVEC tox TNFa: -8; VCAM1 TNFa inh: 14

What do the screens show for `CCOC(=O)N1CCN(S(=O)(=O)c2ccc(F)c(C(=O)Nc3cccc(C)c3C)c2)CC1`?
LYP act: -4; IL1B cytotox: -3; PTK2B oligo ant: -0.41; cytoskel mod: -20; ERa SRC1 inh: -9; PTPN22 inh 2: 2; FAK inh: -1; HUVEC tox TNFa: -21; VCAM1 TNFa inh: -2

How did O=C(CCN1C(=O)c2ccccc2C1=O)Nc1ccccc1C(=O)N1CCOCC1 do in these assays?
LYP act: 3; IL1B cytotox: 26; PTK2B oligo ant: 1.8; cytoskel mod: -14; ERa SRC1 inh: 2[fluorescence artefact?]; PTPN22 inh 2: -2; FAK inh: -3; HUVEC tox TNFa: -18; VCAM1 TNFa inh: 0

How did Cn1nnnc1Sc1ncnc2scc(-c3ccc(F)cc3)c12 do in these assays?
LYP act: 1; IL1B cytotox: -27; PTK2B oligo ant: -1.7; cytoskel mod: -7; PTPN22 inh 2: 0; FAK inh: -1; HUVEC tox TNFa: -31; VCAM1 TNFa inh: 25

What do the screens show for `O=C(COC(=O)c1ccccc1C(=O)c1ccccc1)c1ccco1`?
LYP act: 8; IL1B cytotox: -9; PTK2B oligo ant: -0.62; cytoskel mod: 14; ERa SRC1 inh: 1; PTPN22 inh 2: -4; FAK inh: 0; HUVEC tox TNFa: -20; VCAM1 TNFa inh: 1

What do the screens show for `Cc1cc(NC(=O)CSc2ccc(-c3nc4cc(C)c(C)cc4[nH]3)cn2)no1`?
LYP act: -1; IL1B cytotox: 28; PTK2B oligo ant: 0.52; cytoskel mod: -2; ERa SRC1 inh: 29; PTPN22 inh 2: 2; FAK inh: -2; HUVEC tox TNFa: 25; VCAM1 TNFa inh: -36

Results for CC1(C)N=C(N)N=C(N)N1c1ccc(F)cc1F ?
LYP act: 4; IL1B cytotox: -10; PTK2B oligo ant: -0.33; cytoskel mod: -22; ERa SRC1 inh: -6; PTPN22 inh 2: -6; FAK inh: 1; HUVEC tox TNFa: -4; VCAM1 TNFa inh: 10

Results for Cc1cc(C(F)(F)F)c(C#N)c(Sc2ccccc2)n1 ?
LYP act: 5; IL1B cytotox: -28; PTK2B oligo ant: 0.29; cytoskel mod: -38; PTPN22 inh 2: -1; FAK inh: -6; HUVEC tox TNFa: 5; VCAM1 TNFa inh: -18

How did COC(=O)c1ccc(OCC(=O)c2ccccc2OC)cc1 do in these assays?
LYP act: -6; IL1B cytotox: 2; PTK2B oligo ant: -0.71; cytoskel mod: 14; ERa SRC1 inh: 27; PTPN22 inh 2: 7; FAK inh: 1; HUVEC tox TNFa: -6; VCAM1 TNFa inh: 20

Results for COc1ccc(/C=C2\N=C(SC)SC2=O)cc1OC ?
LYP act: -1; IL1B cytotox: -5; PTK2B oligo ant: 1.6; cytoskel mod: 6; ERa SRC1 inh: 1; PTPN22 inh 2: -2; FAK inh: -1; HUVEC tox TNFa: -2; VCAM1 TNFa inh: 5

Results for Nc1nnc(SCCN2C(=O)c3ccccc3C2=O)s1 ?
LYP act: -1; IL1B cytotox: -11; PTK2B oligo ant: 0.14; cytoskel mod: -4; PTPN22 inh 2: 1; FAK inh: 0; HUVEC tox TNFa: -7; VCAM1 TNFa inh: -5

How did O=C(NNC(=O)c1ccccc1F)c1cccc(Cl)c1 do in these assays?
LYP act: 5; IL1B cytotox: -9; PTK2B oligo ant: 0.07; cytoskel mod: 9; PTPN22 inh 2: -3; FAK inh: -2; HUVEC tox TNFa: -13; VCAM1 TNFa inh: 9

How did COC(=O)c1c(F)c(F)c(NCCO)c(F)c1F do in these assays?
LYP act: -3; PTK2B oligo ant: 0.83; cytoskel mod: -1; ERa SRC1 inh: -5; PTPN22 inh 2: -1; FAK inh: 3; HUVEC tox TNFa: 69; VCAM1 TNFa inh: -18

Results for CCn1nc(C(=O)OCC(=O)c2c[nH]c3ccccc23)c2ccccc2c1=O ?
LYP act: 2; IL1B cytotox: -24; PTK2B oligo ant: -2.5; cytoskel mod: -21; ERa SRC1 inh: 3; PTPN22 inh 2: -4; FAK inh: 3; HUVEC tox TNFa: -21; VCAM1 TNFa inh: -8

How did COc1ccc(OC)c(CN2CCCC(CO)C2)c1 (configuration not stated) do in these assays?
LYP act: 13; IL1B cytotox: -8; PTK2B oligo ant: -0.16; cytoskel mod: -2; ERa SRC1 inh: -2; PTPN22 inh 2: -14; FAK inh: -2; HUVEC tox TNFa: 3; VCAM1 TNFa inh: 1

Results for CC1CCc2c(C(=O)NCC3CCCO3)csc2C1 (configuration not stated) ?
LYP act: -6; IL1B cytotox: -6; PTK2B oligo ant: 1.1; cytoskel mod: 40; PTPN22 inh 2: 6; FAK inh: -2; HUVEC tox TNFa: -27; VCAM1 TNFa inh: -7

Results for O=S(=O)(NCc1ccccn1)c1ccccc1 ?
LYP act: -9; IL1B cytotox: 7; PTK2B oligo ant: 1.7; cytoskel mod: -5; ERa SRC1 inh: -3; PTPN22 inh 2: 11; FAK inh: -1; HUVEC tox TNFa: -9; VCAM1 TNFa inh: -13

How did CCOC(=O)C1=CSC2=NS(=O)(=O)CCN12 do in these assays?
LYP act: -9; IL1B cytotox: 0; PTK2B oligo ant: -0.67; cytoskel mod: 5; ERa SRC1 inh: 4; PTPN22 inh 2: 8; FAK inh: -6; HUVEC tox TNFa: -50; VCAM1 TNFa inh: -44

How did O=c1[nH]c2ccc(S(=O)(=O)Nc3ccc(-c4nnc5n4CCCCC5)cc3)cc2o1 do in these assays?
LYP act: -11; IL1B cytotox: 9; PTK2B oligo ant: -0.3; cytoskel mod: -11; ERa SRC1 inh: 4[fluorescence artefact?]; PTPN22 inh 2: 11; FAK inh: 1; HUVEC tox TNFa: -4; VCAM1 TNFa inh: -15

Of the compounds above, 4 have a furan ring, fused or not:
How did Cc1ccc(NC(=O)N(Cc2ccco2)C(C)c2ccco2)cc1C (configuration not stated) do in these assays?
LYP act: 5; IL1B cytotox: 2; PTK2B oligo ant: -0.52; cytoskel mod: -2; ERa SRC1 inh: -1; PTPN22 inh 2: -7; FAK inh: -2; HUVEC tox TNFa: -13; VCAM1 TNFa inh: -19

What do the screens show for `O=C(NCc1ccco1)Nc1ccccc1Cl`?
LYP act: 2; IL1B cytotox: 3; PTK2B oligo ant: 0.69; cytoskel mod: -7; ERa SRC1 inh: -41; PTPN22 inh 2: -2; FAK inh: -1; HUVEC tox TNFa: -3; VCAM1 TNFa inh: 1

What do the screens show for `O=C(CSCC(=O)NCc1ccco1)NCc1ccco1`?
LYP act: -2; IL1B cytotox: -20; PTK2B oligo ant: 0.07; cytoskel mod: 3; ERa SRC1 inh: 5[fluorescence artefact?]; PTPN22 inh 2: 1; FAK inh: 2; HUVEC tox TNFa: -10; VCAM1 TNFa inh: -1

What do the screens show for `O=C(COC(=O)c1ccccc1C(=O)c1ccccc1)c1ccco1`?
LYP act: 8; IL1B cytotox: -9; PTK2B oligo ant: -0.62; cytoskel mod: 14; ERa SRC1 inh: 1; PTPN22 inh 2: -4; FAK inh: 0; HUVEC tox TNFa: -20; VCAM1 TNFa inh: 1

Screening data as filed in PubChem.
